SMN2 splice enh – increases expression of the SMN2 splice variant; hit rate 2.8% among 210,000; Potency, µM (titrated, usually from 46.1 µM), for inactives: at the top dose activity change, positive = activation, usual class: activators; HEK293 SMN2-luciferase splicing reporter, luminescence, 30-36 h; also: % of control where 0% means no effect; nearly all actives have a fitted effect of over 55% in size
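HEK293 cells carry an SMN2 […]–luciferase reporter in which exon 7 inclusion puts luciferase in frame. Cells were plated 10-12 h before compound addition, then incubated 30-36 h at 37C. ONE-Glo luminescence was read; sodium butyrate at 4.5 mM final served as control.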
Tau fibril ThT – inhibitors of human tau fibril formation, thioflavin T binding; P10636; recombinant tau K18 P301L, heparin-induced fibrillization, ThT fluorescence; Potency, µM (highest dose often 57.4 µM), inactives show top-dose activity, negative = inhibition, hits mostly inhibitors; hit rate 2.1% among 270,000; AID 1460; also: % is scaled to controls: 0 for no effect and ±100 for the full control effect; nearly all actives have a fitted effect of over 55% in size
Target sequence (P10636 561-689 P618L limits assumed): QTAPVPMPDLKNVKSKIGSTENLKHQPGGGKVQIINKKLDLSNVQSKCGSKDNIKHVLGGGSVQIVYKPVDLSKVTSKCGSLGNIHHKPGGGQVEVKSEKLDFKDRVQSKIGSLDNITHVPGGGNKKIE
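Using a mix of unlabeled (15 uM) and Alexa 594-labeled (0.24 uM) tau K18 P301L, heparin-triggered fibrillization over 6 hr at 37 C was scored by ThT fluorescence.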
* = called active by the depositor; u = inconclusive; [ ] = remark or other dose. Calls follow the shape of the dose curve; as a rule, active = well fitted curve in the direction sought with a large enough effect; inconclusive = small, poorly fitted or top-dose-only effect, or another doubt; inactive = no such curve, though single readings can be large; an effect the other way counts as inactive or inconclusive. Potency is read from the fitted curve at half-maximal effect. Only part of the results is shown. The share of hits here may be higher or lower than overall.

SMILES | SMN2 splice enh | Tau fibril ThT
CCN1C(=O)c2ccccc2S(=O)c2ccc(C(=O)N3CCN(c4ccccc4)CC3)cc21 (stereo not drawn) | 21.8% | -15.6%
CCCCCCC1CCC(C(=O)NC(C(=O)O)C(C)C)CC1 (stereo not drawn) | -6.7% | -13.3%
CCOc1ccccc1Nc1nc(-c2ccc(C)cc2)c(CC(=O)O)s1 | 2.1% | u
COc1ccc(-n2c(Cc3ccccc3)nnc2SCc2nc(-c3cccs3)no2)cc1 | 1.7% | -6.8%
CN1CCc2c(sc3c2C(=O)NC(c2ccc(OC(=O)c4ccc(Cl)cc4)cc2)N3)C1 (stereo not drawn) | -7.8% | 6.31µM*
CCN(C(=O)Cn1nc(Cc2cccnc2)c2ccccc2c1=O)c1cc(C)ccc1C | -38.4%[inhibitor] | -5.1%
Cc1[nH]c2ccccc2c1C1(O)C(=O)N(Cc2ccc(Cl)cc2)c2ccccc21 (stereo not drawn) | -8.1% | u
CCOc1ccc(-c2cn3nc(CC(C)C)sc3n2)cc1 | 16.9% | u
Cc1ccc2oc3c(c(=O)c2c1)C(c1ccccc1F)N(c1ccccn1)C3=O (stereo not drawn) | -1.6% | -6.3%
CCCC12CN3CC(CCC)(CN(C1)C3c1c[nH]c3ccc(OC)cc13)C2=O (stereo not drawn) | -5.5% | 4.1%
CCN1CCOC(=O)C1CC(=O)Nc1cccc(OC)c1 (stereo not drawn) | 6.8% | u
Cc1nn(-c2ccccc2)c(OC(=O)C(C)C)c1Sc1ccccc1 | 17.2% | u
O=C(NCc1ccc(F)cc1)c1ccc(NC(=O)N2CC3CCCN3c3ccccc32)cc1 (stereo not drawn) | -4.3% | -15.2%
CCCCn1cc2c(c1-c1ccc(Br)cc1)c(=O)n(C)c(=O)n2C | -14.5% | u
COc1cccc(NC(=O)c2nnn(Cc3ccc(OC)c(Br)c3)c2N)c1 | 21.5% | 7.0%
Cc1ccc(-n2c(=O)c3c4c(sc3n(CC(=O)c3ccc(Cl)cc3)c2=O)CCC4)cc1C | -1.4% | 1.0%
Cc1nc2c(c(C)nn2-c2ccccc2)c(C)c1CCC(=O)NCCc1ccccc1 | 10.0% | -18.4%
CCOC(=O)COc1ccc(C)cc1C(=O)c1ccn2nc(-c3ccc(Cl)cc3)cc2n1 | 7.2% | u
CC(NC(=O)c1ccc2c(c1)N(Cc1ccc(Cl)cc1)C(=O)c1ccccc1S2=O)c1ccccc1 (stereo not drawn) | 5.6% | -4.6%
CS(=O)(=O)N(CC(=O)NCCSc1ccccc1)c1cc(C(F)(F)F)ccc1Cl | -3.2% | -5.1%
COc1ccccc1CNC(=O)c1ccc2c(c1)N(Cc1ccc(C)cc1)CCS2 | -3.9% | -7.4%
COc1ccc(CNC(=O)c2cc3c(s2)-c2c(C)cccc2OC3)cc1 | 6.6% | u
CS(=O)(=O)N1CCc2cc(C(=O)N3CCN(c4ccccc4)CC3)ccc21 | 0.4% | 1.3%
Cc1nc2nc[nH]n2c(=O)c1CCC(=O)Nc1ccc(F)cc1 | -15.5% | 3.7%
COc1ccc(N2CCN(CC(O)COc3ccc(C(C)(C)C)cc3)CC2)cc1 (stereo not drawn) | -9.3% | u
Next results follow.
SMILES | SMN2 splice enh | Tau fibril ThT
Cc1ccccc1C(=O)n1nc(-c2ccco2)nc1NCc1ccc(Cl)cc1 | 14.5% | 3.1%
O=C(CSc1nnc(CNC(=O)c2c(F)cccc2Cl)o1)Nc1ccccc1F | 10.4% | -11.6%
COCCCNC(=O)CCCn1c(=O)c2ccccc2n(CC(=O)Nc2ccc(C)cc2Cl)c1=O | 7.3% | 3.4%
Cc1cccc(C(=O)Nc2ccccc2OCc2cc(=O)n3c(C)csc3n2)c1 | -16.8% | 2.5%
O=c1c(-c2cc(-c3ccccc3)nc3c2COc2ccccc2-3)coc2ccc(Cl)cc12 | 3.4% | -2.5%
O=C(O)c1ccc(Cn2c(SCc3ccc(F)cc3)nc3ccncc32)cc1 | 4.7% | 8.4%
O=C(Nc1ccc(F)cc1)Nc1ccc2snnc2c1 | 8.1% | u
O=C1CC(c2c(F)cccc2Cl)c2c(ccc3ccccc23)N1 (stereo not drawn) | -19.4% | u
CC(=O)N1CCc2cc(Br)cc(S(=O)(=O)N3CCC(C)CC3)c21 | 4.2% | -7.3%
Cc1cc(C)n(-c2nc3ccccc3nc2Nc2ccc(N(C)C)cc2)n1 | 1.1% | u
Cc1ccc(S(=O)(=O)N2CCc3cc(C(=O)N(C)Cc4ccccc4)ccc32)cc1 | -26.8% | u
CCOc1ccccc1NC(=O)Cn1c(=O)n(Cc2ccccc2)c(=O)c2c(C)c(C)sc21 | -3.2% | 3.6%
CCn1c2ccccc2c2cc(CN3CCN(Cc4ccccc4F)CC3)ccc21 | -39.2%[inhibitor] | u
CCc1ccc(-c2nc(CN3CCC(C(=O)NCCc4ccc(Cl)cc4)CC3)c(C)o2)cc1 | 8.6% | -2.5%
COc1ccc(OC)c(NC(=O)CC(=O)Nc2ccc3nc4n(c(=O)c3c2)CCCCC4)c1 | -18.3% | -9.7%
O=C1CN(C(=O)COc2ccc(Cl)cc2)C(c2ccc(F)cc2)c2cc(Cl)ccc2N1 (stereo not drawn) | -2.1% | u
CCOC(=O)c1ccc(N2C(=O)c3n[nH]c(-c4cccs4)c3C2c2cccc(O)c2)cc1 (stereo not drawn) | -50.9%[inhibitor] | u
CN1CCc2nc3sc(C(=O)c4ccc(F)cc4)c(N)c3cc2C1 | -10.0% | u
CCc1nnc(NC(=O)c2nc(S(C)(=O)=O)ncc2Cl)s1 | 5.1% | u
Cc1ccc2oc(-c3cc(NC(=O)CC(C)C)ccc3Cl)nc2c1 | -4.1% | 3.2%
CC1=C(C(=O)Nc2cccnc2)C(c2ccccc2)n2nc(-c3ccc(O)cc3)nc2N1 (stereo not drawn) | -10.6% | 4.3%
COc1ccc(-c2cc(C(F)(F)F)nc(SCC(=O)NCCc3ccc(OC)c(OC)c3)n2)cc1 | -6.2% | -3.0%
COc1cc(NC(=O)NCCN2CCN(c3ccccc3)CC2)cc(OC)c1OC | 0.6% | -9.2%
O=C(CCS(=O)(=O)c1nc(-c2ccc3c(c2)OCO3)cc(C(F)(F)F)n1)Nc1ccccc1F | -4.1% | -4.5%
Cc1ccc2c(c1)c(=O)c(S(=O)(=O)c1ccc(F)cc1)cn2CC(=O)Nc1ccc2c(c1)OCO2 | 3.0% | -0.6%

Arranged by number of heavy atoms (rising): part of the list above
SMILES | SMN2 splice enh | Tau fibril ThT
Cc1cc(C)n(-c2nc3ccccc3nc2Nc2ccc(N(C)C)cc2)n1 | 1.1% | u
CCn1c2ccccc2c2cc(CN3CCN(Cc4ccccc4F)CC3)ccc21 | -39.2%[inhibitor] | u
CCOc1ccccc1NC(=O)Cn1c(=O)n(Cc2ccccc2)c(=O)c2c(C)c(C)sc21 | -3.2% | 3.6%

The list continues:
SMILES | SMN2 splice enh | Tau fibril ThT
O=S(=O)(NCCSc1nnnn1-c1ccccc1)c1ccc(F)cc1 | -44.2%[inhibitor] | 5.4%
CCCCCn1c(=O)[nH]c2cc(C(=O)NCc3ccc(OC)cc3)ccc2c1=O | -2.8% | -8.0%
COc1ccc(-n2c(=O)c3c4c(sc3n(Cc3ccccc3)c2=O)CN(C(C)=O)CC4)cc1OC | 21.8% | 10.2%
COc1cc(C(=O)Nc2sc3c(c2C(N)=O)CCC(C)C3)cc(OC)c1OC (stereo not drawn) | 0.4% | -8.2%
CC1=C(C(=O)Nc2cccnc2)C(c2ccccc2)n2nc(SCc3ccccc3F)nc2N1 (stereo not drawn) | 1.6% | u
CCOc1ccc(NC(=O)Cn2cc(C(=O)c3ccc(C)cc3)c(=O)c3cc4c(cc32)OCO4)cc1 | -2.1% | -16.7%
O=C(CCCCn1c(=O)c2ccccc2n(CC(=O)Nc2cccc(F)c2)c1=O)NCc1ccccc1Cl | 4.3% | 17.3%
Cc1oc(-c2cccc(Cl)c2)nc1CS(=O)(=O)CC(=O)NCc1ccccc1Cl | -0.5% | 0.9%
COc1cc(C2C(C(=O)Nc3ccccc3)=C(C)Nc3nnnn32)cc(OC)c1OC (stereo not drawn) | -22.5% | -5.2%
CC(C)c1ccc(C2NC(=O)c3n[nH]c(-c4cccs4)c32)cc1 (stereo not drawn) | -24.2% | -5.9%
Cn1cc(C(=O)N2CCN(c3cccc(Cl)c3)CC2)c(=O)c2cc(S(=O)(=O)N3CCCC3)ccc21 | -1.9% | -1.6%
Cn1c(=O)c2cc(C(=O)NCCCN3CCN(c4ccc(F)cc4)CC3)sc2c2ccccc21 | -4.0% | u
COc1ccc(CCNC(=O)C2CCCN(S(=O)(=O)c3ccc4c(c3)oc(=O)n4C)C2)cc1OC (stereo not drawn) | -6.5% | 1.1%
COc1ccccc1NC(=O)c1oc2ccccc2c1NC(=O)c1cccc(OC)c1OC | -1.5% | -2.7%
O=C(NCCCc1nc2ccccc2n1Cc1ccc(Cl)cc1)C1CCCCC1 | -3.9% | -12.3%
CN1C(=O)c2[nH]nc(-c3ccc(F)cc3)c2C1c1ccccn1 (stereo not drawn) | 23.7% | 2.9%
Cc1ccc(NC(=O)C2CCCN(c3cnccn3)C2)cc1Cl (stereo not drawn) | -6.7% | 0.2%
Clc1ccccc1-c1nc(Nc2ccccc2)nc2ccc(Br)cc12 | -20.7% | -16.1%
CC1CCc2nn(CC(=O)Nc3ccccc3Cl)cc2C1 (stereo not drawn) | 5.8% | 2.3%
Cc1cc(Br)ccc1NC(=O)COc1cc(=O)n(C)c2ccccc12 | 4.2% | -8.0%
COc1cccc(CNC(=O)c2ccc(NC(=O)N3CC(C)Sc4ccccc43)cc2)c1 (stereo not drawn) | -0.8% | 0.4%
CCOc1ccc(CCNC(=O)c2ccc3c(c2)N(Cc2ccccc2F)C(=O)c2ccccc2S3=O)cc1OCC (stereo not drawn) | -9.6% | -10.8%
CCCSc1oc(-c2cccs2)nc1S(=O)(=O)c1ccc(C)cc1 | 1.5% | -18.7%
CCCOc1ccc(C2c3c(-c4ccccc4O)n[nH]c3C(=O)N2Cc2cccnc2)cc1 (stereo not drawn) | -67.7%[inhibitor] | -11.9%
Cc1ccc(-c2nnc(Nc3cccc(Cl)c3)c3ccccc23)cc1S(=O)(=O)N1CCCCC1 | -3.6% | 8.9%

Shown with two lines to a compound: part of the list above
Every second line gives: SMN2 splice enh, Tau fibril ThT
- Cc1cc(Br)ccc1NC(=O)COc1cc(=O)n(C)c2ccccc12
  4.2%, -8.0%
- COc1cccc(CNC(=O)c2ccc(NC(=O)N3CC(C)Sc4ccccc43)cc2)c1 (stereo not drawn)
  -0.8%, 0.4%

Additional entries
SMILES | SMN2 splice enh | Tau fibril ThT
COc1ccccc1N=C1SC(C(=O)Nc2ccccc2OC)CC(=O)N1C (stereo not drawn) | -1.0% | -2.2%
Cc1csc2nc(COc3cccc(NC(=O)c4ccccc4F)c3)cc(=O)n12 | -3.2% | -3.6%
CNC(=O)c1c(NC(=O)Cc2coc3ccc(C)cc23)sc2c1CCCC2 | u | u
Cn1c(=O)c2c(nc(NCc3ccccc3)n2Cc2ccc(Cl)c(Cl)c2)n(C)c1=O | -5.4% | -16.6%
COc1ccccc1NC(=O)c1oc2ccccc2c1NC(=O)C(C)C | -16.2% | -7.1%
CCOc1ccc(NCc2cccn2-c2nnc(N3CCC(C(=O)NCc4cccc(OC)c4)CC3)s2)cc1 | -64.7%[inhibitor] | u
COc1ccc(CCNC(=O)CCCn2c(=O)c3ccccc3n(Cc3cccc(Cl)c3)c2=O)cc1OC | -0.5% | -14.7%
COc1ccc(N(C)C(=O)C2CCN(S(=O)(=O)c3cc(Br)cc4c3N(C(C)=O)CC4)CC2)cc1 | 11.2% | -15.7%
COc1ccc(-c2nnc(SCC(=O)N3CCC(C)CC3)o2)cc1 | -9.2% | -9.6%
Cc1c2cnn(-c3ccccc3)c(=O)c2c(C)n1CC(=O)NCc1ccccc1 | -5.0% | u
Cc1cccc(-c2nc(S(=O)(=O)c3ccccc3)c(N3CCN(c4ccccc4)CC3)o2)c1 | -3.4% | 4.6%
COc1ccc(NC(=O)C2CCCN(S(=O)(=O)c3c(C)[nH]c(=O)[nH]c3=O)C2)c(OC)c1 (stereo not drawn) | 7.4% | -7.5%
Cc1ccc(OCC(=O)Nc2cc3nn(-c4ccccc4)nc3cc2C)cc1 | 13.1% | -6.1%
CC1(C(=O)NC2CCCCC2)Cc2ccccc2C(=O)N1Cc1ccc(F)cc1 (stereo not drawn) | -9.5% | -13.5%
CCOc1ccc(-n2c(-c3ccccc3)c(C)n3c4c(=O)n(C)c(=O)n(C)c4nc23)cc1 | -2.8% | -2.0%
Cc1ccc(CCNC(=O)CS(=O)Cc2nc(-c3ccccc3Cl)oc2C)cc1 (stereo not drawn) | -7.1% | -13.7%
CCOC(=O)c1ccc(N2C(=O)c3[nH]nc(-c4ccc(OC)cc4)c3C2c2ccc(C)cc2)cc1 (stereo not drawn) | -42.6%[inhibitor] | -4.9%
Cc1cc(C)c2c(CC(=O)Nc3ccc(S(=O)(=O)N4CCCCC4)cc3)coc2c1 | -3.0% | 11.9%
CCCSc1nnc2n(-c3cccc(C)c3)c(=O)c3c4c(sc3n12)CCCC4 | -4.2% | -15.2%
Cc1cccc(-c2nc3c(cnn3-c3ccccc3)c(=O)n2-c2ccc(Cl)cc2)c1 | -12.2% | u

Bioassay records from PubChem BioAssay.
